PAD4 FP inh – PAD4 (human) enzyme inhibition; Q9UM07; recombinant PAD4, RCA probe fluorescence polarization; inhibition, % at 6.36 µM; 330,000 compounds, 0.41% hits; AID 485272;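 active = percent inhibition above a cutoff equal to the mean of all tested compounds plus 3 SD, cut at about 15% in these data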;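 note: 0% = PAD4 with RCA probe and DMSO and 100% = probe without PAD4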
Target sequence (Q9UM07 whole entry, looked up): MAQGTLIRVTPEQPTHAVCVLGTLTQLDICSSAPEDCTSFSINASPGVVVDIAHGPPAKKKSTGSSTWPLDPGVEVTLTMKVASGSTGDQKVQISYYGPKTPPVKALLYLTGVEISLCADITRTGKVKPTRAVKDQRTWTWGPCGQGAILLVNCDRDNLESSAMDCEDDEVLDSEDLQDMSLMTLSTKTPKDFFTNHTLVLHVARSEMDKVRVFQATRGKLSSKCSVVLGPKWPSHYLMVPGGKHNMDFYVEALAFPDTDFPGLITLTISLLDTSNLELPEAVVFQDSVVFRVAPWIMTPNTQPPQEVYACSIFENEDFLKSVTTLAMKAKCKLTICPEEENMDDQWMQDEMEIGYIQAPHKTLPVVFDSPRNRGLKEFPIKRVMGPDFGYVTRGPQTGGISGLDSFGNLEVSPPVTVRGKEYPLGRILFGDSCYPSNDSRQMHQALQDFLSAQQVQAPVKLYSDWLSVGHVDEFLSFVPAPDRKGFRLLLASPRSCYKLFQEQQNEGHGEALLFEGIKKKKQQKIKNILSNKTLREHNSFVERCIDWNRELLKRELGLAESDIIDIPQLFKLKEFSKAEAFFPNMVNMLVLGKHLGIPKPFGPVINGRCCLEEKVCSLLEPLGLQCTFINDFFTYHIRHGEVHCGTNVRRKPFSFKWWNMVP
PAFAH1B2 inh – PAFAH1B2 (human) inhibition | 340,000 compounds, 1.2% hits | recombinant PAFAH1B2, FP-rhodamine activity probe, fluorescence polarization | AID 492953 | inhibition, % at 3.39 µM;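 active = inhibition above the mean of all tested compounds plus 3 SD, cut at about 24% in these data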;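 note: 0% = enzyme with DMSO and 100% = wells lacking PAFAH1B2; many of its hits are not listed in these tables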
pPAFAH FP inh – inhibitors of human plasma PAF acetylhydrolase (pPAFAH) | Q13093 | recombinant pPAFAH, FP-rhodamine probe fluorescence polarization | inhibition, % at 3.39 µM | 330,000 compounds, 1.5% hits;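 active = inhibition above the mean inhibition across the screen plus 3 SD, cut at about 25% in these data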;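 note: inhibitors block binding of the rhodamine activity-based probe so polarization drops; 0% = enzyme with DMSO and 100% = wells lacking pPAFAH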
Target sequence (Q13093 whole entry, looked up): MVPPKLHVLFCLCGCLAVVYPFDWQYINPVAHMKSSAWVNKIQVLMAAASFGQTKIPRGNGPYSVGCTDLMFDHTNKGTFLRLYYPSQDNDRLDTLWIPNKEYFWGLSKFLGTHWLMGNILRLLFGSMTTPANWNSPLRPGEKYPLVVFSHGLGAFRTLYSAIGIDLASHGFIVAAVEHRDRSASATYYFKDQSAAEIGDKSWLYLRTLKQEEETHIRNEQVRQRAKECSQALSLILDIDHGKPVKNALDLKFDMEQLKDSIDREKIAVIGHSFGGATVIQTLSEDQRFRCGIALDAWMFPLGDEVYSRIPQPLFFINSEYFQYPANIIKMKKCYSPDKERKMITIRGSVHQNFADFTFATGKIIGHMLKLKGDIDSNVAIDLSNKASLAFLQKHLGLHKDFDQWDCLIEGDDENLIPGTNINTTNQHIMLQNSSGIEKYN
PAFAH1B3 FP inh – PAFAH1B3 (human) inhibition | Q15102 | recombinant PAFAH1B3, FP-rhodamine probe, fluorescence polarization | inhibition, % at 3.39 µM | 340,000 compounds, 0.28% hits | AID 492972;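 active = inhibition above the screen-wide average of all tested compounds plus 3 SD, cut at about 25% in these data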;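 note: 0% = enzyme with DMSO only and 100% = wells lacking PAFAH1B3 protein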
LYPLA1 inh – counter-screen for PME1 inhibitors: inhibitors of human LYPLA1; O75608; recombinant LYPLA1, FP-Rh probe fluorescence polarization; inhibition, % at 5.9 µM; 320,000 compounds, 0.16% hits; AID 2174;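 active = inhibition above the mean of all tested compounds plus 3 SD, set per campaign, cut at about 14% in these data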;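 note: inhibitors block serine hydrolase probe labeling of LYPLA1 so polarization falls; 0% = enzyme with DMSO and 100% = wells lacking LYPLA1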
GSTO1 counter – blocks human GSTO1 in RBBP9 counter-screen | inhibition, % at 5.96 µM | P78417 | 300,000 compounds, 1.1% hits | recombinant GSTO1, activity-based probe fluorescence polarization | AID 1974;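 active = inhibition above the campaign mean inhibition plus 3 SD, cut at about 35% in these data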;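 note: 0% = GSTO1-1 with DMSO and 100% = wells lacking GSTO1-1 enzyme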
PAFAH2 FP inh – PAFAH2 (human) inhibition. Q99487. recombinant PAFAH2, FP-rhodamine activity probe, fluorescence polarization. inhibition, % at 3.39 µM. 340,000 compounds, 0.99% hits;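 active = inhibition above the mean over all tested compounds plus 3 SD, cut at about 30% in these data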;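 note: inhibitors block probe labeling of enzyme so polarization drops; 0% = enzyme with DMSO and 100% = wells lacking PAFAH2 protein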
PME-1 inh – blocks human protein phosphatase methylesterase 1 | Q9Y570 | 320,000 compounds, 0.53% hits | recombinant PME-1, FP-Rh probe fluorescence polarization | inhibition, % at 5.9 µM;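 active = inhibition above the campaign mean of all compounds plus 3 SD, cut at about 26% in these data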;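 note: competitive labeling of PME-1 active site by serine hydrolase directed probe; 0% = PME-1 with DMSO and 100% = wells lacking PME-1 enzyme; inhibitors block probe labeling so polarization falls and inhibition rises; many of its hits are not listed in these tables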
LYPLA2 counter – counter-screen for PME1 inhibitors: inhibitors of human LYPLA2; recombinant LYPLA2, FP-Rh probe fluorescence polarization; inhibition, % at 5.9 µM; 320,000 compounds, 0.38% hits; AID 2177;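 active = inhibition above the screen-wide mean plus 3 SD, limit set per campaign, cut at about 26% in these data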;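 note: 0% = LYPLA2 with DMSO and 100% = wells lacking LYPLA2 enzyme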
An asterisk follows results filed as active; / = not tested or not shown. This is a subset. The share of hits here may be higher or lower than overall.

SMILES	PAD4 FP inh	PAFAH1B2 inh	pPAFAH FP inh	PAFAH1B3 FP inh	LYPLA1 inh	GSTO1 counter	PAFAH2 FP inh	PME-1 inh	LYPLA2 counter
NS(=O)(=O)c1ccc(CCNC(=O)c2coc3ccccc3c2=O)cc1	-2	-3	7	0	1	-9	4	-2	2
CC(C)c1ccc(C(O)c2nc3ccccc3n2C)cc1 (stereo not given)	0	4	-6	1	-2	2	2	-7	-7
Cc1cc(NC(=NC2CC2)c2ccccc2F)n(-c2ccccc2)n1	-1	-4	5	-2	0	0	-5	-4	2
Cc1[nH]c(C)c(S(=O)(=O)NCc2ccc(N(C)C)cc2)c1C(=O)N1CCCC1	-1	-4	4	1	-1	1	-2	-3	-5
CCOc1cc(C(=O)Nc2ccc(N3CCN(C(C)=O)CC3)cc2)cc(OCC)c1OCC	-3	1	12	-1	8	17	3	-4	-1
CCOC(=O)C(CC)(CC)C(=O)/C=C/c1ccc(Br)cc1	-3	2	4	4	2	-4	13	3	0
CCOC(=O)CSc1nnc(NCC(=O)OC)c(=O)[nH]1	-4	4	0	6	1	0	2	-6	-4
CCc1ccc(NC(=O)C(C)OC(=O)CN2C(=O)NC3(CCCC3)C2=O)cc1 (stereo not given)	3	6	2	13	-2	/	0	-2	0
CCCc1nnc(SCc2ccc(OCC)cc2)n1N	2	6	-4	3	2	13	14	-8	7
CCOC(=O)C1(Cc2ccccc2)CCCN(CCO)C1 (stereo not given)	0	6	-3	3	1	-11	-3	-1	-2
CCOC(=O)Cn1nc(/C=C/c2ccc(C(C)C)cc2)ccc1=O	-1	1	-1	-1	2	6	2	-3	0
N#Cc1ccc(N2CCN(C(=O)c3cccs3)CC2)c(F)c1	-8	4	-1	3	0	2	-2	-2	3
FC(F)(F)c1cc(-c2cccs2)nc(-n2cc(Cl)cn2)n1	-3	6	3	5	0	-2	8	2	0
CC(=O)N1CCN(S(=O)(=O)c2cccc(C(=O)N(Cc3ccccc3)c3ccc(C)cc3)c2)CC1	2	2	5	-1	0	7	6	7	6
CCCCCC(=O)NC(=S)NNC(=O)c1ccc([N+](=O)[O-])cc1	-6	0	3	22	-2	-6	16	0	-2
CC(C)(C)c1ccc(O)c(N)c1	-15	/	5	/	3	38*	/	3	0
O=C(Nc1ccc(-c2n[nH]c(=S)o2)cc1)c1ccccc1Cl	5	-4	9	12	1	2	1	0	2
O=C(N/N=C/C1CCCCC1)c1ccccn1	4	5	3	-1	0	6	5	-4	-2
CC1CCCC(C)N1CC(O)COCC1COc2ccccc2O1 (stereo not given)	-1	0	-6	2	-2	2	4	-4	-5
O=C(NCc1cccnc1)C1CCN(S(=O)(=O)c2cc([N+](=O)[O-])ccc2Cl)CC1	0	-2	1	6	/	/	6	/	/
CCN1C(=O)[C@H]2[C@@H](c3ccc(-c4ccc(Cl)c(Cl)c4)c(OC)c3)N[C@@](C)(C(=O)OC)[C@H]2C1=O	-3	-2	4	9	5	-9	12	4	6
C=C(C)C1CC=C(C)/C(=N/NC(=O)COc2ccc(C)cc2)C1 (stereo not given)	0	9	-1	5	-2	1	-5	-1	-3
Cc1ccc(-c2nc3cc(NS(=O)(=O)c4ccc(C)cc4)ccc3o2)cc1	5	-13	14	-24	-35	-13	-42	-78	-67
NC(=O)c1ccccc1NC(=O)COC(=O)C1(c2ccccc2)CC1	-2	6	-5	4	3	19	-2	0	-1
CCn1cc([N+](=O)[O-])c(C(=O)NCc2ccc3c(c2)OCO3)n1	-1	2	7	-1	-1	-4	0	2	-3
CCCOc1ccc(/C=N/Nc2ccccc2[N+](=O)[O-])c(OCCC)c1	8	0	4	3	-2	2	-1	5	-2
Cc1ccc(NC(=O)c2cc(S(=O)(=O)N3CCOCC3)cs2)cc1	-4	-4	1	2	-3	3	-6	4	1
Cc1cccc(-n2c(O)c(/C=N/NC(=O)c3ccccc3Cl)c3ccccc3c2=O)n1	-6	2	4	8	-1	-7	4	-2	-2
COC(=O)c1ccc(-c2csc(NC(=O)c3ccc(S(=O)(=O)N4CCc5ccccc5C4)cc3)n2)cc1	3	3	6	6	0	-1	-1	-3	2
O=C(c1ccccc1Sc1c(Cl)cccc1[N+](=O)[O-])N1CCOCC1	-2	4	6	6	-2	-2	2	7	-5
COc1cccc(/C=N\NC(=O)c2cc(OCC(F)(F)F)ccc2OCC(F)(F)F)c1	4	7	-3	-2	-1	-2	-2	0	2
N=C(N)N=Nc1c(O)[nH]c2ccc(Br)cc12	-8	3	5	12	1	-5	9	11	-3
Cc1ccc(C(C)NC(=O)C2CCCO2)cc1C (stereo not given)	-9	5	-2	1	-1	-3	-2	4	1
CCOC(=O)Cc1csc(SCC(=O)NC2CCCCC2)n1	1	-5	2	-1	-2	-5	-2	-4	-2
N#C/C(=C/c1ccc(Br)s1)C(=O)NCCc1c[nH]c2ccccc12	2	11	3	11	-7	19	-4	14	2
CN(/N=C/c1cc(Cl)cc(Cl)c1O)c1c(Cl)cccc1[N+](=O)[O-]	5	2	22	8	0	6	17	2	1
COCCNC(=O)C(C)OC(=O)c1nsc(Cl)c1Cl (stereo not given)	-3	2	6	2	-1	-4	-8	4	-11
O=c1c2cc(NC(=S)NC3CCN(Cc4ccccc4)CC3)ccc2nc2n1CCCCC2	-4	4	-2	4	1	2	-6	-1	8
CC(CSc1nc2ccccc2s1)Cn1c(N2CCCC2)nc2c1c(=O)[nH]c(=O)n2C (stereo not given)	1	8	2	9	0	1	7	9	2
CCCCC1=CC2=C(c3ccco3)C(=O)C(C)(OC(=O)c3ccc(OC)cc3)C(=O)C2=CN1CC(C)C (stereo not given)	1	4	6	-3	4	7	0	6	2
C/C=C(\C)CN1CCN(c2ccccc2F)CC1	-3	-2	-4	1	0	-7	5	-2	1
C=CCN(C(=O)CCC(=O)Nc1cc(C)on1)C(C(=O)NC1CCCC1)c1ccc(CC)cc1 (stereo not given)	-4	4	4	7	-2	-2	2	-1	-5
CCOC(=O)c1[nH]c(C)c(C(=O)OCC(=O)NCc2ccc(OC)c(OC)c2)c1C	0	1	-5	-1	-1	/	-5	-11	-3
COc1cc(SC)ccc1C(=O)Nc1ncc(C)s1	3	3	-4	1	-3	-5	-1	-13	-2
O=C(c1cccc(S(=O)(=O)NCc2ccc3c(c2)OCO3)c1)N1CCCC1	2	10	2	8	-1	/	2	5	-6
CCOC(=O)CSc1nc2cc3c(cc2cc1C)OCO3	-5	5	-2	9	3	-5	2	-2	-3
COc1ccc(CCNC(=O)CCC(=O)Nc2ccc3nc(N4CCN(C)CC4)cc(C)c3c2)cc1OC	4	2	1	4	-3	-9	2	-2	-5
CNc1ccc(C(=O)OCC(=O)Nc2ccnn2C(C)C)cc1[N+](=O)[O-]	3	4	2	3	0	/	60*	4	1
O=C(NN1C(=O)c2ccccc2NC1c1ccccn1)c1ccc(Br)cc1 (stereo not given)	-6	-2	3	-1	-1	9	9	-3	1
CCOc1ccc(CNC(=O)CCS(=O)(=O)Cc2cccc(Cl)c2)cc1OC	2	2	7	-4	0	5	-2	-2	12
COc1ccc(C(O)C(CN2CCOCC2)c2ccccc2)cc1F (stereo not given)	3	-1	0	-1	0	1	10	-2	5
O=C(NCCN1CCCC1)c1ccc(Cl)cc1	2	-3	-3	-5	-1	11	-5	-1	1
CC(OC(=O)c1cccc(-n2cnnn2)c1)C(=O)Nc1cccc(Cl)c1 (stereo not given)	-2	5	-2	7	3	6	1	3	11
CCN(C[C@H]1N[C@@](CC)(C(=O)OC)[C@H]2C(=O)N(Cc3ccccc3)C(=O)[C@@H]12)S(=O)(=O)c1ccc(OC(F)(F)F)cc1	6	2	3	11	/	/	4	/	/
CCOc1ccccc1N1CCN(C(=O)[C@@H]2CCCN2C2=NS(=O)(=O)c3ccccc32)CC1	-5	3	2	0	0	/	5	-7	4
Cc1cc(NCCCN2CCOCC2)n2ncc(-c3ccc(Cl)cc3)c2n1	3	-3	20	2	4	0	-2	5	4
COc1ccc(C(=O)Nc2cc(=O)n(C)c(=O)n2C)cc1	2	0	3	1	-2	5	0	3	4
CCc1nnc(NC(=O)c2ccc(S(=O)(=O)N(C)Cc3ccccc3)cc2)o1	2	-3	7	-4	0	-8	2	0	3
C/C(=N\NC(=O)COc1ccc(C(C)(C)C)cc1)c1ccc(N2CCOCC2)cc1	1	3	7	7	0	3	6	-2	4
Cc1cc(NS(=O)(=O)c2ccc(NC(=O)c3ccccc3F)cc2)no1	-4	-1	1	1	/	/	2	/	/

In a second layout: two of the compounds above
CCN(C[C@H]1N[C@@](CC)(C(=O)OC)[C@H]2C(=O)N(Cc3ccccc3)C(=O)[C@@H]12)S(=O)(=O)c1ccc(OC(F)(F)F)cc1
  PAD4 FP inh: 6
  PAFAH1B2 inh: 2
  pPAFAH FP inh: 3
  PAFAH1B3 FP inh: 11
  LYPLA1 inh: /
  GSTO1 counter: /
  PAFAH2 FP inh: 4
  PME-1 inh: /
  LYPLA2 counter: /

COc1ccc(C(O)C(CN2CCOCC2)c2ccccc2)cc1F (stereo not given)
  PAD4 FP inh: 3
  PAFAH1B2 inh: -1
  pPAFAH FP inh: 0
  PAFAH1B3 FP inh: -1
  LYPLA1 inh: 0
  GSTO1 counter: 1
  PAFAH2 FP inh: 10
  PME-1 inh: -2
  LYPLA2 counter: 5

Remaining list, next part
SMILES	PAD4 FP inh	PAFAH1B2 inh	pPAFAH FP inh	PAFAH1B3 FP inh	LYPLA1 inh	GSTO1 counter	PAFAH2 FP inh	PME-1 inh	LYPLA2 counter
COC(CNC(=O)c1cn(C)c2ccc(S(=O)(=O)N3CCOCC3)cc2c1=O)OC	-5	4	-2	2	1	6	4	-5	7
COc1ccc(/C=N/OC(=O)Nc2ccccc2OC)cc1	-2	5	0	0	2	2	-3	-7	-3
OC1CCN(c2ncnc3nc[nH]c23)CC1	-1	4	2	3	0	6	2	2	1
CC(C)(C)c1ccc(CNc2cc(N3CCOCC3)ccc2[N+](=O)[O-])cc1	0	6	12	-1	-2	-4	7	-4	-4
Cn1cccc1/C=N/n1c(-c2ccco2)n[nH]c1=S	0	3	8	14	-2	2	5	-1	1
CCOCc1c(C(=O)OCC(=O)Nc2ccccc2C(N)=O)oc2ccccc12	-3	-2	1	12	-2	/	3	-4	2
O=C(CSc1ncn[nH]1)Nc1nnc(-c2ccccc2)s1	-3	10	-10	1	4	20	-10	-2	6
COc1ccccc1C(=O)COC(=O)c1ccccc1OCC(=O)Nc1ccc(SC(F)F)cc1	5	-2	1	-12	0	6	-15	-5	-8
CC(C)(C)OC(=O)NCCCC[C@H](NC(=O)c1nc[nH]c1C(=O)NCc1ccc(CNC(=O)OC(C)(C)C)cc1)C(=O)OC(C)(C)C	3	1	12	1	-6	-2	2	-9	-6
COc1cccc(CNC(C)C(=O)Nc2ccc3c(c2)OCCO3)c1 (stereo not given)	0	1	10	8	1	15	6	0	1
O=C(Nc1ncc([N+](=O)[O-])s1)c1cccc([N+](=O)[O-])c1	0	8	3	5	0	-14	0	0	2
Oc1ccc(Cc2ccc(Cl)cc2)c(O)c1	-1	72*	-5	6	0	2	0	5	4
CC1=C(C(=O)Nc2ccccc2)C(c2cccc([N+](=O)[O-])c2)Nc2nc3ccccc3n21 (stereo not given)	-5	-6	2	14	-2	3	-8	4	-3
COc1cccc(OC)c1C(=O)NC(C)CCc1ccccc1 (stereo not given)	-4	-5	-1	5	5	8	-3	3	2
O=c1ccc(S(=O)(=O)N2CCCC2)c[nH]1	4	-4	2	1	/	/	-2	/	/
NCCN=C1NS(=O)(=O)c2ccccc21	-2	1	3	0	-2	1	2	5	3

Compound activity from PubChem.
